High-throughput results as filed in PubChem.
S100A4 inh HTS – inhibitors of S100A4-myosin IIA peptide binding, primary screen, biochemical, fluorescence polarization, TAMRA-MyoIIA peptide; AID 652163, 2013; hit rate 0.14% among 360,000; inhibition, % at 10.7 µM; Protein S100-A4 (Homo sapiens), P26447;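 active = mean inhibition of at least 70% across replicates, with every replicate also reaching that level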
Target sequence (P26447 whole entry, looked up): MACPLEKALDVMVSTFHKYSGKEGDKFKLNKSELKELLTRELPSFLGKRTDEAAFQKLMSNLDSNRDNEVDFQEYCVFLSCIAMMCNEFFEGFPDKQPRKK
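Assay system: human S100A4 monomer with TAMRA-labelled myosin IIA peptide / Buffer or medium: Calcium-containing HEPES buffer, pH 7.2 / Reagent: TAMRA-labelled myosin IIA heavy-chain peptide probe, 5 nM / Compound: one dose per compound / Timing: polarization read 5 min after assay mix addition, stable 5–60 min / Benchmarks: neutral control DMSO, positive control TFP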
C2C12 statin – suppressors of statin myotoxicity in C2C12 myotubes, primary screen, cell-based, single point, plate reader; rescue of ATP level, % at 7.49 µM; C2C12 myotubes + simvastatin, ATP luminescence, 48 h; scaled: DMSO 0, geranylgeraniol control 100; hit rate 0.78% among 330,000;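 active = mean ATP rescue above about 67%, or every replicate alone reaching that limit, limit read from the data, passing the limit was not always enough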;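 also: myotubes were challenged with 10 µM simvastatin during compound exposure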
esBAF inh – Bmi1 luciferase reporter increase in mESCs, primary screen, esBAF inhibitor project, mouse ES cells, Bmi1 luciferase knock-in, single point. 24 h; 100% = twice the neutral-well signal. reporter increase, % at 12.5 µM. AID 602393, 2012. hit rate 2% among 350,000; in the data active = activation above about 40%;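 also: 0% = median of the plate's neutral control wells and 100% = double that signal; a rise in the Bmi1 reporter signal indicates esBAF inhibition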
LGR2 inh – inhibitors of bursicon-induced LGR2 CRE-luciferase signal, primary screen, cell-based, HEK293, CRE-luciferase reporter, bursicon stimulation; Drosophila bursicon receptor LGR2 (rickets); bursicon-stimulated, 4 h; inhibition, % at 9.99 µM; hit rate 0.35% among 380,000;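 active = drop in luminescence signal, shown as inhibition above about 50% in the replicate tests, limit read from the data, passing the limit was not always enough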;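 also: agonist challenge used bursicon conditioned medium at about half maximal strength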
FN deposition inh – inhibitors of fibronectin matrix deposition, primary screen, AH1F cells, Alexa488-fibronectin fluorescence, plate reader | AH1F fibroblasts, overnight | inhibition, % at 12.6 µM | hit rate 0.086% among 350,000 | AID 743247, 2014;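 active = mean inhibition across replicates of 30% or more, regardless of how many single replicates reach that level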;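 also: positive control wells lacked labelled fibronectin entirely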
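Test system: AH1F fibroblast monolayer depositing Alexa488-labelled fibronectin into matrix. Input: 10000 cells per well. Technique: fluorescence, ex 485 nm, em 525 nm. Buffer or medium: DMEM plus 2% serum, read in PBS. Timing: 1 h cell adhesion before compound, then overnight fibronectin incubation. Compound: single dose, pinned. Read-out basis: inhibition from reduced deposited-fibronectin fluorescence.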
CASP6 VEID inh – human caspase-6 inhibitors, primary screen, biochemical, VEID-R110 fluorescence, single point, set 2. purified caspase-6, Z-VEID-R110 cleavage fluorescence. inhibition, % at 12.5 µM. hit rate 0.53% among 350,000. P55212. AID 686996, 2013;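 active = mean inhibition across replicates at least about 35%, with every replicate also reaching that limit, limit read from the data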;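 also: 0% = median of neutral control wells and 100% = no fluorescence left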
Target sequence (P55212 24-179 limits assumed): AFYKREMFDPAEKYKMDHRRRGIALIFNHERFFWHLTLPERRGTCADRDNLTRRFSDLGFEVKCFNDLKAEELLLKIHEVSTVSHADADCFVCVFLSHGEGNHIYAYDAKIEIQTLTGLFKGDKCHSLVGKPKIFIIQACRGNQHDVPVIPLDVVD
Target sequence (P55212 194-293 limits assumed): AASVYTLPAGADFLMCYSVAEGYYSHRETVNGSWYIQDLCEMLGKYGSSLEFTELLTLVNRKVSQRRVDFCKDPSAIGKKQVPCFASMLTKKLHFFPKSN
SIRT5 block – SIRT5 desuccinylase inhibitors, primary screen, biochemical, fluorescence imaging, single point, set 5 | Purified SirT5, succinyl-peptide AMC, trypsin-coupled fluorescence | inhibition, % at 15 µM | hit rate 1.1% among 330,000; in the data active = inhibition above about 15%
Target sequence (Q9NXA8 whole entry, looked up): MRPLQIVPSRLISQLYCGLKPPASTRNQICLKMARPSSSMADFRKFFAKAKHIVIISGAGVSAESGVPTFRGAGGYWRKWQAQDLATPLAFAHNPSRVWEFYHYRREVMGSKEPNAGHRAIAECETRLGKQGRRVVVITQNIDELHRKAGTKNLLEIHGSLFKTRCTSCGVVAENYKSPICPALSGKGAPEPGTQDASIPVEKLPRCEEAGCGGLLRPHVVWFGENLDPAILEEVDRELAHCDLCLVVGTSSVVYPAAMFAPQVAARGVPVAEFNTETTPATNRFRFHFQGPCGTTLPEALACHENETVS
* hit, by the source's call. An excerpt; rates above refer to the full screens.

For CCCc1nnc(NC(=O)CS(=O)(=O)c2ccc(C)cc2)s1 the results were S100A4 inh HTS -3, C2C12 statin 3, esBAF inh -3, LGR2 inh -7, FN deposition inh 9, CASP6 VEID inh -2 and SIRT5 block -3.
COc1ccc(CN(C)C[C@@H]2OCCCC[C@@H](C)Oc3ccc(NS(=O)(=O)c4ccccc4)cc3C(=O)N([C@H](C)CO)C[C@@H]2C)cc1 was read as S100A4 inh HTS 6, esBAF inh -1, LGR2 inh 9, FN deposition inh 3, CASP6 VEID inh -2 and SIRT5 block -4.
For COc1cc(CN(C(=S)NCC(=O)N2CCCC2)C2CCCC2)cc(OC)c1OC the results were S100A4 inh HTS 15, LGR2 inh -2, FN deposition inh 2, CASP6 VEID inh 0 and SIRT5 block -2.
Cc1ccc(S(=O)(=O)NCCc2nnc3ccc(N4CCOCC4)nn23)cc1 was read as S100A4 inh HTS 8, C2C12 statin -20, esBAF inh -7, LGR2 inh 0, FN deposition inh -3 and CASP6 VEID inh -3.
For CC1(C(=O)NCCN2CCOCC2)C=CC2(CCCCC2)N1C(=O)c1ccccc1 (configuration not stated) the results were S100A4 inh HTS -5, C2C12 statin -1, esBAF inh 10, LGR2 inh -34, FN deposition inh -16, CASP6 VEID inh -1 and SIRT5 block -2.
`C[C@H]1CN([C@@H](C)CO)S(=O)(=O)c2ccc(C#CC3CCCCC3)cc2O[C@H]1CN(C)Cc1cccnc1` gave S100A4 inh HTS -14, C2C12 statin -32, esBAF inh -2, LGR2 inh -12, CASP6 VEID inh 2 and SIRT5 block 3.
`Oc1nc(-c2ccc(Br)cc2)n2ccncc12` gave S100A4 inh HTS -6, C2C12 statin -6, esBAF inh -8, LGR2 inh 4, FN deposition inh 5, CASP6 VEID inh -2 and SIRT5 block 4.
For Cc1cccc(C(=O)OCC(=O)N2CCCCCC2)c1O the results were S100A4 inh HTS 1, C2C12 statin 0, esBAF inh 25, LGR2 inh -37, FN deposition inh 1, CASP6 VEID inh -1 and SIRT5 block -2.
`CN(C)CC#Cc1ccc([C@@H]2[C@H]3CN(C(=O)c4ccc(F)cc4)CC(=O)N3[C@H]2CO)cc1` gave S100A4 inh HTS 25, LGR2 inh 15, CASP6 VEID inh -1 and SIRT5 block 5.
`CC(C)c1ccc(NC2CCCN(C(=O)c3cccc4nccnc34)C2)cc1` (configuration not stated) gave S100A4 inh HTS 6, C2C12 statin -9, esBAF inh -7, LGR2 inh -3, FN deposition inh 8, CASP6 VEID inh -5 and SIRT5 block 1.
For CCOCC(=O)Nc1cc(S(=O)(=O)N2CCOCC2)ccc1N1CCCCC1 the results were S100A4 inh HTS 1, FN deposition inh -3, CASP6 VEID inh 0 and SIRT5 block -4.
Screening COc1ccc(C=CC(=O)c2ccc(OC)c(OC)c2)cc1O returned S100A4 inh HTS 5, C2C12 statin 5, esBAF inh 7, LGR2 inh -37, FN deposition inh 3, CASP6 VEID inh 6 and SIRT5 block 0.
For CCOC(=O)C1CCCN(C(=O)c2ccc(Cl)cc2)C1 (configuration not stated) the results were S100A4 inh HTS 1, LGR2 inh 10, FN deposition inh 1 and SIRT5 block -4.
Screening O=C(COC(=O)CCNS(=O)(=O)c1ccccc1)NC1CC1 returned S100A4 inh HTS 0, C2C12 statin 37, esBAF inh 2, LGR2 inh -1, FN deposition inh 7, CASP6 VEID inh 3 and SIRT5 block -2.
`O=C(N/N=C/c1ccccc1)c1[nH]c2ccc(Br)cc2c1-c1ccccc1` gave S100A4 inh HTS -32, LGR2 inh -11, FN deposition inh -15, CASP6 VEID inh 3 and SIRT5 block -4.
Screening COC1=CC2(O)CCCC2=CC1=O (configuration not stated) returned S100A4 inh HTS 2, C2C12 statin -1, esBAF inh -8, LGR2 inh -3 and FN deposition inh 11.
`Cc1cccc(NC(=S)NC2CC3CCCC(C2)N3CC(C)C)c1C` (configuration not stated) gave C2C12 statin -6, esBAF inh 3 and FN deposition inh 1.
Screening OCCNc1ncnc2c1ncn2[C@H]1CN(Cc2ccc(Cl)cc2)C[C@@H](CO)O1 returned S100A4 inh HTS 1, C2C12 statin 4, esBAF inh 1, LGR2 inh -6, FN deposition inh 0, CASP6 VEID inh 2 and SIRT5 block 1.
Screening O=[N+]([O-])c1ccc(SCc2ccco2)cc1N1CCOCC1 returned S100A4 inh HTS -1, C2C12 statin 21, esBAF inh 20, LGR2 inh -25, FN deposition inh 12, CASP6 VEID inh 6 and SIRT5 block -2.
COc1ccc2c(C)cc(SCC(=O)NC3CCCCC3)nc2c1 was read as S100A4 inh HTS 6, C2C12 statin 8, esBAF inh -12, FN deposition inh -4 and CASP6 VEID inh 2.
For COCCNc1nc(N)c([N+](=O)[O-])c(N2CCCCCC2)n1 the results were S100A4 inh HTS -1, C2C12 statin 33, esBAF inh -6, LGR2 inh -8, FN deposition inh 6, CASP6 VEID inh -1 and SIRT5 block -5.
CNC(=O)/C(C#N)=C/c1c(N2CCN(c3ccc(OC)cc3)CC2)nc2c(C)cccn2c1=O was read as S100A4 inh HTS 5, C2C12 statin 6, esBAF inh -5, LGR2 inh 18, FN deposition inh 0, CASP6 VEID inh -2 and SIRT5 block -4.
Screening COc1ccc(OC)c(C(=O)NC(CC(N)=O)c2ccc(N3CCC(N4CCCCC4)CC3)c([N+](=O)[O-])c2)c1 (configuration not stated) returned S100A4 inh HTS -3, C2C12 statin -6, esBAF inh -2, LGR2 inh 12, FN deposition inh -7, CASP6 VEID inh -2 and SIRT5 block 1.
Screening Cc1ccc(S(=O)(=O)NN(Cc2ccccc2)Cc2ccccc2)cc1 returned S100A4 inh HTS -4, C2C12 statin 1, esBAF inh 1, LGR2 inh 9, FN deposition inh 3, CASP6 VEID inh -1 and SIRT5 block -10.
For COc1ccc(Cn2cc(F)c(=O)n(C)c2=O)cc1[N+](=O)[O-] the results were S100A4 inh HTS 0, LGR2 inh 4, FN deposition inh 0, CASP6 VEID inh -1 and SIRT5 block -1.
For Cc1csc(NC(C)c2nc3cc(C(F)(F)F)ccc3n2CCOCCO)n1 (configuration not stated) the results were S100A4 inh HTS -2, C2C12 statin -4, esBAF inh 4, LGR2 inh 23, FN deposition inh 8, CASP6 VEID inh -3 and SIRT5 block 1.
Screening CCCC(CCC)c1nc2ccncc2[nH]1 returned S100A4 inh HTS -1, LGR2 inh -20, FN deposition inh -1 and CASP6 VEID inh 3.
Screening CC=Cc1ccc2n(c1=O)C[C@@H]1[C@@H](CO)[C@H](C(=O)NCCC)[C@H]2N1C(=O)c1ccccc1F (mixture of isomers) returned S100A4 inh HTS -2, C2C12 statin -13, esBAF inh -4, LGR2 inh 10, CASP6 VEID inh 0 and SIRT5 block -4.
For O=C(Nc1ccccc1)Nc1ccc2c(c1)[C@H]1C[C@H](CC(=O)N3CCCCC3)O[C@@H](CO)[C@H]1O2 the results were S100A4 inh HTS -11, C2C12 statin 3, esBAF inh -7, LGR2 inh 17, CASP6 VEID inh 2 and SIRT5 block 0.
`CCC(CCCO)CCC[C@H](C)CCC1OCCO1` (some centres not stated) gave S100A4 inh HTS 23, C2C12 statin 15, esBAF inh -3, LGR2 inh -5 and FN deposition inh -3.

Molecules from the list above containing an NH in an aromatic ring (2):
`O=C(N/N=C/c1ccccc1)c1[nH]c2ccc(Br)cc2c1-c1ccccc1` gave S100A4 inh HTS -32, LGR2 inh -11, FN deposition inh -15, CASP6 VEID inh 3 and SIRT5 block -4.
Screening CCCC(CCC)c1nc2ccncc2[nH]1 returned S100A4 inh HTS -1, LGR2 inh -20, FN deposition inh -1 and CASP6 VEID inh 3.

(next part)
For COc1ccc2cc(C3=CCCCC3)ncc2c1 the results were S100A4 inh HTS -1, C2C12 statin 0, esBAF inh 8, LGR2 inh -42, FN deposition inh 0 and CASP6 VEID inh 4.
Screening O=C(C1CCC1)N1CC[C@@H]2[C@@H](CO)Nc3ccc(C#Cc4cccc(F)c4)cc3[C@@H]21 returned S100A4 inh HTS -14, C2C12 statin -2, esBAF inh -5, LGR2 inh 14, FN deposition inh -8, CASP6 VEID inh 1 and SIRT5 block 1.
`CCCN(C)C[C@H]1OCc2cnnn2CCCC(=O)N([C@@H](C)CO)C[C@H]1C` gave S100A4 inh HTS -7, C2C12 statin -4, esBAF inh -1, LGR2 inh 13, FN deposition inh -10, CASP6 VEID inh -3 and SIRT5 block 2.
Screening CC1=NN(C(N)=S)C(=O)C1N=Nc1ccccc1C (configuration not stated) returned C2C12 statin -22, esBAF inh 2 and LGR2 inh -39.
`Cc1ccc(/C=N\Nc2nc3ccc(Cl)cc3[nH]2)o1` gave S100A4 inh HTS 7, LGR2 inh -25, FN deposition inh 15, CASP6 VEID inh -3 and SIRT5 block -2.
O=C(O)CCC(=O)NN1C(=O)c2ccccc2NC1c1ccc(F)cc1 (configuration not stated) was read as S100A4 inh HTS -1, LGR2 inh 7, FN deposition inh 0, CASP6 VEID inh 3 and SIRT5 block -15.
Screening CC(C)Cn1c(N)c(C(=O)COC(=O)c2cccc(Cl)c2)c(=O)n(C)c1=O returned S100A4 inh HTS -1, LGR2 inh 9 and SIRT5 block -2.
C[C@@H]1CN([C@@H](C)CO)C(=O)Cc2cc(NC(=O)NC3CCCCC3)ccc2O[C@H]1CN(C)C(=O)NC1CCCCC1 was read as S100A4 inh HTS -2, C2C12 statin -4, esBAF inh -4, LGR2 inh 8 and SIRT5 block 11.
`Cc1nnc(SCC(=O)NCc2ccccc2Cl)n(N)c1=O` gave S100A4 inh HTS -2, LGR2 inh 2, FN deposition inh -2, CASP6 VEID inh 0 and SIRT5 block 1.
`Cc1ccc(NC(=O)COC(=O)CCc2nc3ccccc3c(=O)[nH]2)cc1Cl` gave S100A4 inh HTS -4, C2C12 statin 1, esBAF inh 7, LGR2 inh 6, FN deposition inh 10, CASP6 VEID inh 3 and SIRT5 block -3.
`S=C(NCc1ccccn1)Nc1ccccc1` gave S100A4 inh HTS 1, C2C12 statin 11, esBAF inh -12, LGR2 inh -24, FN deposition inh 9, CASP6 VEID inh 0 and SIRT5 block 0.
Screening O=C(Nc1ccc(-c2ccccc2)cc1)[C@H]1[C@H](CO)[C@H]2Cn3c(cccc3=O)[C@@H]1N2Cc1cncnc1 returned S100A4 inh HTS -38, C2C12 statin 4, esBAF inh 3, LGR2 inh 11, CASP6 VEID inh 1 and SIRT5 block 0.
Screening Cc1ccnc(NC(=O)c2cccc(S(=O)(=O)N3CCCc4ccccc43)c2)c1 returned S100A4 inh HTS -12, C2C12 statin -14, LGR2 inh -33, FN deposition inh -1, CASP6 VEID inh 1 and SIRT5 block -1.
Cc1cc(Nc2cc(C)on2)n2ncnc2n1 was read as S100A4 inh HTS 1, C2C12 statin 4, esBAF inh -16, LGR2 inh -14, FN deposition inh -1, CASP6 VEID inh 2 and SIRT5 block -1.
COc1ccccc1NC(=O)CSc1nnnn1Cc1ccccc1 was read as S100A4 inh HTS -4, C2C12 statin -5, esBAF inh -4, LGR2 inh -5, CASP6 VEID inh -6 and SIRT5 block -1.

Structures shown so far that contain a furan ring, fused or not:
Screening O=[N+]([O-])c1ccc(SCc2ccco2)cc1N1CCOCC1 returned S100A4 inh HTS -1, C2C12 statin 21, esBAF inh 20, LGR2 inh -25, FN deposition inh 12, CASP6 VEID inh 6 and SIRT5 block -2.
`Cc1ccc(/C=N\Nc2nc3ccc(Cl)cc3[nH]2)o1` gave S100A4 inh HTS 7, LGR2 inh -25, FN deposition inh 15, CASP6 VEID inh -3 and SIRT5 block -2.
